Rab9 promoter act – qHTS Assay for Rab9 Promoter Activators; Huh7 Rab9 promoter-luciferase reporter, luminescence, 24 h; Potency, µM (top dose mostly 9.22 µM), without a hit: at the highest dose activation, negative = inhibition, usual class: activators; 320,000 compounds, 2.8% hits; note: potency is the fitted concentration of half-maximal effect; % of control where 0% means no effect; nearly all actives have a fitted effect of over 60% in size
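Huh7 reporter line, Rab9 promoter upstream of luciferase. Compound exposure 24 h at 37 °C in reduced-serum medium with 10% FBS. Read-out: luminescence.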
ELG1 genotox – qHTS screen for small molecules that induce genotoxicity in human embryonic kidney (HEK293T) cells expressing luciferase-tagged ELG1; HEK293T ELG1-luciferase reporter, luminescence, 16 h; Potency, µM (doses to about 46 µM), for inactives: top-dose activity change, positive = activation, hits mostly activators; 330,000 compounds, 1.3% hits; note: potency is the fitted concentration of half-maximal effect; % of control where 0% means no effect; nearly all actives have a fitted effect of over 60% in size
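ELG1-luciferase HEK293T cells, 2,000/well; compound pinned in; 16 hr, 37 °C, 5% CO2; ONE-Glo, 30 min RT; luminescence on CCD imager.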
ELG1 repair inh – qHTS screen for small molecules that inhibit ELG1-dependent DNA repair in human embryonic kidney (HEK293T) cells expressing luciferase-tagged ELG1. HEK293T ELG1-luciferase reporter, luminescence, 16 h; DNA damage induced by 5-fluorouridine. Potency, µM (doses to about 46.1 µM), for inactives: top-dose activity change, negative = inhibition, usual class: inhibitors. 330,000 compounds, 2.3% hits. AID 504467, 2011; note: potency is the fitted concentration of half-maximal effect; % is set by controls: 0 for no effect and ±100 for the full control effect; nearly all actives have a fitted effect of over 55% in size
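Reporter activity after DNA damage by 5-fluorouridine is monitored. Compound-treated cells incubate 16 hr at 37 °C, then ONE-Glo is added for 30 min before luminescence reading.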
NPC1 prom act – qHTS Assay for NPC1 Promoter Activators; Huh7 NPC1 promoter luciferase reporter, 24 h; 320,000 compounds, 2.4% hits; Potency, µM (doses to about 9.22 µM), for the others: top-dose activation, actives largely listed as activators;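 note: potency is the fitted concentration of half-maximal effect; % of control where 0% means no effect; nearly all actives have a fitted effect of over 60% in size; reporter is driven by a mutant NPC1 promoter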
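Huh7 cells stably carrying NPC1 promoter–luciferase, plated in Opti-MEM with 10% FBS for 2 h, were exposed to compound in DMSO for 24 h at 37 °C; luciferase reagent was added for 10 min and luminescence read.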
Gal4-VP16 FLuc – VP16 counterscreen qHTS for inhibitors of ROR gamma transcriptional activity; Potency, µM (highest dose often 53.6 µM), inactives show top-dose activity, negative = inhibition, hits mostly inhibitors; AID 2546, 2010; Drosophila S2 Gal4-VP16 UAS-luciferase, luminescence, 20 h; 310,000 compounds, 3.5% hits;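 note: Gal4-VP16 expression switched on by copper sulfate through the metallothionein promoter; potency is the fitted concentration of half-maximal effect; % is set by controls: 0 for no effect and ±100 for the full control effect; nearly all actives have a fitted effect of over 50% in size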
BRCA1 expr act – qHTS Assay to Identify Small Molecule Activators of BRCA1 Expression; 380,000 compounds, 1.1% hits; MCF7-BRCA1-FFLuc reporter, luminescence, 48 h; response scale: scaled: vehicle 0%, 10 µM genistein 100%; Potency, µM (titrated, usually from 46.1 µM), for inactives: at the top dose activation, hits mostly activators; note: potency is the fitted concentration of half-maximal effect; nearly all actives have a fitted effect of over 80% in size; some results filed as inactive show a strong effect at the top dose
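Using MCF7 cells harboring a BRCA1 firefly luciferase reporter, plated 2 h before compound pinning, the screen measured luminescence after 48 h incubation. Responses were normalized to DMSO and 10 microM genistein, then fitted for concentration-effect.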
Tb PFK inh – qHTS Assay to Find Inhibitors of T. brucei phosphofructokinase. ATP-dependent 6-phosphofructokinase (Trypanosoma brucei brucei), O15648. T. brucei PFK, ADP-Glo luminescence. Potency, µM (series often up to 57.5 µM), for the others: top-dose activity, negative = inhibition, most hits filed as inhibitors. 330,000 compounds, 0.17% hits. AID 485367, 2010;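 note: potency is the fitted concentration of half-maximal effect; 0% = uninhibited 1x PFK enzyme wells and -100% = no-enzyme wells; nearly all actives have a fitted effect of over 60% in size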
Target sequence (O15648 whole entry, looked up): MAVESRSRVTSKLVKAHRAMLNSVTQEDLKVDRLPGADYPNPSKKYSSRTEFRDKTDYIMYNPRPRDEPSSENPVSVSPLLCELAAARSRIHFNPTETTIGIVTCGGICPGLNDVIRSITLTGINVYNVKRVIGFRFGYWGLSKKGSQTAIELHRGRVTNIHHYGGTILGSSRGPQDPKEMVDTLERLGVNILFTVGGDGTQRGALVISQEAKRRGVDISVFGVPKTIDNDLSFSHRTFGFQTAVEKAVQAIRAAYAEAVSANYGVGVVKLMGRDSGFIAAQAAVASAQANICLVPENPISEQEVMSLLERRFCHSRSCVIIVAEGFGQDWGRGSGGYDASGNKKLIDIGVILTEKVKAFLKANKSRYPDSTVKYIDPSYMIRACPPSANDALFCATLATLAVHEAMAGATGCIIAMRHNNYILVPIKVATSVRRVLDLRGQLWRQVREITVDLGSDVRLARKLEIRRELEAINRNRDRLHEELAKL
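Compounds were pin-transferred as a titration series up to 57 uM into substrate buffer (0.5 mM F6P, 0.1 mM ATP, pH 8.0), then 1.25 nM PFK was added and reactions ran 45 min before ADP-Glo detection.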
FLuc counter – qHTS profiling assay for firefly luciferase inhibitor/activator using purifed enzyme and Km concentrations of substrates (counterscreen for miR-21 project); 360,000 compounds, 6.9% hits; purified FLuc, Km substrates, luminescence inhibition; Potency, µM (highest dose often 57.5 µM), inactives show top-dose activity change, negative = inhibition, usual class: inhibitors;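 note: potency is the fitted concentration of half-maximal effect; plate controls were vehicle for no effect and reference inhibitor for full effect; nearly all actives have a fitted effect of over 55% in size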
Target sequence (P08659 whole entry, looked up): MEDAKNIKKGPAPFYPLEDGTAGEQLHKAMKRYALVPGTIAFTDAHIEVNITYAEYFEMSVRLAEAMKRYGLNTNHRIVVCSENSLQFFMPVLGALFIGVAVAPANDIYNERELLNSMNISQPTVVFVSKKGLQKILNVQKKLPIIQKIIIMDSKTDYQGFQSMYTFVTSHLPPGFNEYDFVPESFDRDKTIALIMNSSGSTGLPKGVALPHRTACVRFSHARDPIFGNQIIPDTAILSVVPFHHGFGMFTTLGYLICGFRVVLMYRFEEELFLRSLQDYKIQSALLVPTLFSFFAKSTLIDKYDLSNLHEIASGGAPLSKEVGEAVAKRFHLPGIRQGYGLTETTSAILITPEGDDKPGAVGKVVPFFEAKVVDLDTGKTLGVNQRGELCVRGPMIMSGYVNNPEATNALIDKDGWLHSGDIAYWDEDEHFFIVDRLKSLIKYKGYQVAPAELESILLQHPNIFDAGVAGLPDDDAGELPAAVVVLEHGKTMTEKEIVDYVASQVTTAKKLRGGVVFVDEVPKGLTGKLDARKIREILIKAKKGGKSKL
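Biochemical qHTS of compounds, final roughly 60 µM downward over six points, against 10 nM purified firefly luciferase using Km concentrations of substrates (10 uM D-luciferin, 10 uM ATP) in Tris acetate pH 7.5 buffer; luminescence output.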
RORg inh – qHTS for inhibitors of ROR gamma transcriptional activity; Drosophila S2 Gal4-RORgamma UAS-luciferase reporter, 20 h; Potency, µM (series often up to 53.6 µM), for inactives: top-dose activity change, negative = inhibition, most hits filed as inhibitors; 310,000 compounds, 5.4% hits; note: potency is the fitted concentration of half-maximal effect; % is set by controls: 0 for no effect and ±100 for the full control effect; nearly all actives have a fitted effect of over 60% in size
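Luciferase reporter read in Schneider cells carrying Gal4-RORγ (mouse) and UAS-Photinus luciferase; cells given compound 1 h before 700 uM copper sulfate induction, then incubated 20 h at ambient temperature.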
p53 reactivation – qHTS assay for re-activators of p53 using a Luc reporter | H1299 p53-A138V BP100-luciferase reporter, luminescence, 24 h | Potency, µM (top dose mostly 92.2 µM), without a hit: top-dose activity change, positive = activation, most hits filed as activators | 320,000 compounds, 0.063% hits; note: potency is the fitted concentration of half-maximal effect; % of control where 0% means no effect; nearly all actives have a fitted effect of over 45% in size
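p53-null H1299 cells stably carrying temperature-sensitive p53-A138V and a BP100-luciferase reporter were pinned with compounds (4-point, 1:5 series) and held 24 hrs at 37 deg C. Luminescence was read 10 min after detection reagent.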
TRPV1 ag – HTS Assay for Compounds that Act as Agonists of the Vanilloid Receptor 1; activation, % at 8.33 µM; Transient receptor potential cation channel subfamily V member 1 (Homo sapiens), Q8NER1; 320,000 compounds, 0.19% hits; AID 540275, 2011; TRPV1-expressing cells, Fluo-8 calcium influx, agonist mode; in the data active = activation above about 80%; inconclusive = between about 30% and that limit; note: 0% is about no effect
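Fluo-8 calcium influx in TRPV1-expressing cells, kinetic read (ex 480/em 520 nm). Compound added and read 3 min for agonist activity, followed by capsaicin at EC20 final and 2 min further read for enhancement.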
* marks the source's active call; other numbers are inactive results; ? = inconclusive; . = not tested or not shown; [ ] = another dose, or the depositor's remark. Unless noted, calls come from the whole dose curve; as a rule, active = well fitted curve in the direction sought with a large enough effect; inconclusive = small, poorly fitted or top-dose-only effect, or another doubt; inactive = no such curve, though single readings can be large; an effect the other way counts as inactive or inconclusive.

SMILES	Rab9 promoter act	ELG1 genotox	ELG1 repair inh	NPC1 prom act	Gal4-VP16 FLuc	BRCA1 expr act	Tb PFK inh	FLuc counter	RORg inh	p53 reactivation	TRPV1 ag
CN(C)C(=O)c1cc([N+](=O)[O-])cc([N+](=O)[O-])c1N(C)C	-3%	-1%	1%	2%	-14%	4%	4%	1%	?	1%	-4
O=C(Nc1cccc(C(=O)N2CCOCC2)c1)c1cncc(Br)c1	.	.	.	.	5%	0%	.	5%	3%	.	1
O=C(NC1CCCCCC1)c1cc(=O)[nH]c2ccc(S(=O)(=O)N3CCOCC3)cc12	0%	0%	12%	-30%	-12%	-8%	-4%	-1%	39%	1%	2
Cc1cccc(NC(=O)c2ccc(F)c(S(=O)(=O)NCc3ccco3)c2)c1	11%	-4%	-2%	2%	5%	-1%	3%	-1%	26%	-2%	3
CCCCc1cc(=O)oc2cc(C)cc(OC(C)C(=O)NCC3CCC(C(=O)O)CC3)c12 (configuration not stated)	-3%	0%	13%	-1%	1%	3%	-1%	1%	-23%	3%	-2
COc1ccc(N2CCN(C(=O)CSc3ccc(C)cc3)CC2)cc1	0%	-1%	-2%	-8%	12%	0%	2%	-8%	3%	-4%	22
Cc1cc(SCC(=O)NC2(C#N)CCCCC2)nc2c(C)cccc12	-3%	2%	18%	0%	.	-26%	-1%	-7%	.	4%	?
CC(=O)Nc1ccc(OCCOc2ccc([N+](=O)[O-])cc2)cc1	-3%[1.84 µM]	0%	?	-4%	1%	28%	16%	?	15%	-2%	0
S=c1nc(C2CC2)n(-c2ccccc2)[nH]1	-4%	4%	5%	0%	?	2%	-3%	-4%	7.9µM*	2%	0
Cc1ccc2c(c1)nnn2C1CCN(CC(=O)NNC(=O)c2ccco2)CC1	-6%	-5%	-11%	-2%	-3%	2%	-8%	0%	-13%	-1%	0
Nc1ccc(C(=O)N/N=C2\CCCc3c2[nH]c2ccccc32)cc1	20%	0%	17%	16%	?	19%	1%	?	?	7%	.
CN(C(=O)c1ccc2c(c1)OCO2)C1CCCCC1	?	?	?	?	21%	?	-1%	?	?	?	-3
Cc1ccc(S(=O)(=O)Cn2nnnc2C(C(C)C)N2CCC(O)CC2)cc1 (configuration not stated)	-2%	-1%	5%	-4%	-4%	-42%	2%	2%	-15%	-7%	1
CCOc1ccc(/C=N/NC(=O)C2CC2)cc1OC	-2%	5%	0%	1%	18%	9%	1%	0%	35%	13%	2
CCN1CCN(c2cc(-c3ccccc3)nc3cc(-c4cccc(F)c4)nn23)CC1	-4%	-5%	23µM*	-8%	2%	-85%	3%	6%	9%	-6%	13
CN(c1cccc(NC(=O)CN(c2ccc(Cl)c(Cl)c2)S(=O)(=O)c2ccccc2)c1)S(C)(=O)=O	-2%	-10%	16µM*	0%	-1%	-87%[inhibitor]	0%	?	?	6%	2
Cc1[nH]c2ccc(C(=O)N3CCC(C(N)=O)CC3)cc2c1C	.	8%	?	.	.	?	-3%	.	.	14%	.
CCN(c1ccccc1)S(=O)(=O)c1ccc(C(=O)Nc2ncccc2O)cc1	15%	3%	-3%	-1%	?	-26%	1%	2%	20µM*	6%	?
CC(C)=C1C2CCC1C1C(=O)N(c3ccc4c(c3)OCO4)C(=O)C21 (configuration not stated)	-7%	-1%	-6%	-1%	-1%	3%	2%	3%	10%	-4%	-2
COc1cc2c3c(c1)-c1c(sn(-c4cc(OC)ccc4OC)c1=S)C(C)(C)N3C(=O)C2=O	0%	1%	5%	-4%	-4%	2%[1.84 µM]	-1%	-5%	?	0%	?

Structures listed so far containing an aryl thioether with sulfur outside any ring:
SMILES	Rab9 promoter act	ELG1 genotox	ELG1 repair inh	NPC1 prom act	Gal4-VP16 FLuc	BRCA1 expr act	Tb PFK inh	FLuc counter	RORg inh	p53 reactivation	TRPV1 ag
COc1ccc(N2CCN(C(=O)CSc3ccc(C)cc3)CC2)cc1	0%	-1%	-2%	-8%	12%	0%	2%	-8%	3%	-4%	22
Cc1cc(SCC(=O)NC2(C#N)CCCCC2)nc2c(C)cccc12	-3%	2%	18%	0%	.	-26%	-1%	-7%	.	4%	?

More compounds
SMILES	Rab9 promoter act	ELG1 genotox	ELG1 repair inh	NPC1 prom act	Gal4-VP16 FLuc	BRCA1 expr act	Tb PFK inh	FLuc counter	RORg inh	p53 reactivation	TRPV1 ag
Nc1cc(Cl)ccc1N1CCCCCC1	-3%	-4%	-18%	-1%	-7%	-19%	-3%	-6%	-41%	7%	-2
CS(=O)(=O)c1ccc(Cl)c(NC(=O)COC(=O)c2cccc(S(=O)(=O)N3CCCC3)c2)c1	-5%	1%	-3%	0%	.	-9%	1%	1%	.	-1%	-4
COc1ccccc1NC(=O)CN1CCN(CC(=O)Nc2ccc(OCc3ccccc3)cc2)CC1	0%	-17%	?	-4%	?	-82%[inhibitor]	1%	-12%	?	2%	5
Cc1c(NC(=O)CSc2nc3ccccc3c(=O)n2C(C)C)c(=O)n(-c2ccccc2)n1C	-4%	0%	1%	-1%	.	-13%	13%	-1%	.	-3%	-1
c1ccc(CNc2ccc3c(c2)ncn3C2CCCCC2)nc1	?	11%	?	?	18%	85%	-11%	13µM*	?	13%	1
CCNC(=S)NS(=O)(=O)c1ccc(CC)cc1	0%	0%	1%	-1%	?	14%	4%	4%	13µM*	-4%	-3
COc1ccc(CCC(=O)Nc2c(C)n(C)n(-c3ccccc3)c2=O)cc1	0%	11%	12%	-2%	-7%	5%	0%	0%	-8%	-4%	-4
O=[N+]([O-])c1ccccc1Oc1ccc(C(F)(F)F)cn1	0%	3%	10%	0%	4%	12%	-1%	-4%	4%	3%	7
CCOc1ccc(/C=C2\SC(=S)N(CC(=O)Nc3ccccn3)C2=O)cc1	26%	10%	?	14%	11%	42%	5%	21µM*	9%	15%	-1
O=C(CN1C(=O)C2CC=CCC2C1=O)Nc1nc(-c2ccc(F)c(F)c2)cs1 (configuration not stated)	.	-5%	?	.	.	5%	-28%	.	.	-8%	.
CC(=O)N1CCN(S(=O)(=O)c2cccc(C(=O)NNC(=O)Cn3nc(C)cc3C)c2)CC1	-4%	0%	17%	-2%	.	1%	1%	7%	.	4%	-2
CCOc1ccc(S(=O)(=O)Nc2ccccc2C(=O)N2CCCC2)cc1	0%	-4%	-10%	-3%	1%	0%	0%	3%	28%	-4%	5
CCOC(=O)c1c(NC(=O)COC(=O)CCNS(=O)(=O)c2ccccc2)sc(C(=O)N(C)C)c1C	2%	2%	?	-2%	.	-16%	0%	-2%	.	1%	3
CC(=O)Nc1ccc(/C(C)=N/NC(=O)c2ccc(CN3CCOCC3)cc2)cc1	-5%	1%	3%	-3%	-5%	0%	-7%	0%	-1%	2%	0
NS(=O)(=O)c1ccc(NC(=O)COC(=O)c2cn(-c3ccccc3)nc2-c2ccc(F)cc2)cc1	-12%	15%	1%	-3%	?	-57%	-5%	1%	-28%	4%	?
O=C(Nn1cnc2ccccc2c1=O)c1ccc([N+](=O)[O-])cc1Cl	1%	0%	-8%	1%	?	-16%	0%	-16%	22%	7%	1
Cc1cc(/C=C2\SC(=S)NC2=O)cc(C)c1O	-2%	16%	?	2%	10%	29%	1%	8.5µM*	-22%	?	1
O=C(CN1CCN(c2ccccc2)CC1)N1CCc2[nH]c3ccccc3c2C1	0%	0%	-2%	3%	2%	0%	0%	-2%	34%	14%	18
CC(=NCCc1ccccc1)C1=C(O)COC1=O	9%	0%	16%	0%	-1%	14%	-2%	1%	-9%	-3%	1
CCN(CC(=O)Nc1c(F)cccc1F)C(=O)CNC(=O)c1ccc2c(c1)OCO2	0%	9%	0%	2%	1%	8%	4%	-1%	16%	2%	0
C=CCNC(=O)c1ccc(C2SCC(=O)N2Cc2ccccc2)cc1 (configuration not stated)	-1%	0%	10%	-3%	2%	-21%	-3%	0%	4%	-2%	4
NC(=O)NS(=O)(=O)Oc1ccccc1	-3%	0%	5%	3%	2%	0%	1%	0%	24%	7%	2
COC(=O)c1ccc(CN2CCN(CC(C)C)C(CCO)C2)cc1 (configuration not stated)	0%	-3%	6%	1%	-1%	3%	0%	-1%	5%	-12%	-10

From PubChem
